TNAP inh noacc: human TNAP enzyme inhibitors, primary screen, biochemical, luminescent, no phosphate acceptor, uHTS. AID 1012, 2008. Alkaline phosphatase, tissue-nonspecific isozyme (Homo sapiens), P05186. inhibition, % at 20 µM. 0.26% of 200,000 active. purified TNAP, CDP-star luminescence, 30 min;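 active = tissue-nonspecific alkaline phosphatase inhibition above about 50% at 20 µM in the single-dose screen, limit read from the data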;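 also: 0% = DMSO negative control and 100% = EDTA positive control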
Target sequence (P05186 whole entry, looked up): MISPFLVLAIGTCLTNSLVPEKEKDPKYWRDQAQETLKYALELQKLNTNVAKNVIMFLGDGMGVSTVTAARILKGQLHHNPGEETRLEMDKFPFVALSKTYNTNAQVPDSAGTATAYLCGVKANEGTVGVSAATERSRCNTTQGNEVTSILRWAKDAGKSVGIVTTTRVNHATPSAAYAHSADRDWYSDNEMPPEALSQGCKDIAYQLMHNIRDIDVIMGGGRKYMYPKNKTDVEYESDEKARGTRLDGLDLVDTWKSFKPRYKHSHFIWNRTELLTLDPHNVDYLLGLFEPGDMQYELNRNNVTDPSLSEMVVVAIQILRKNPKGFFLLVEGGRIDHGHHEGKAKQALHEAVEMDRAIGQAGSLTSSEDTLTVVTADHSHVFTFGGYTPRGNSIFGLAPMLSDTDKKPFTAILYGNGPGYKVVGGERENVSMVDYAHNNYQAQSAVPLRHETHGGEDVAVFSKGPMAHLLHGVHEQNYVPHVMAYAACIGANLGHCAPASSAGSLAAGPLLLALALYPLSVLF
FLuc stim CS: FLuc activators, initial screening, artefact control for FLuc-dependent activation tests, biochemical, ATPlite luminescence; Luciferin 4-monooxygenase (Photinus pyralis), P08659; ATPlite luciferase biochemical, 10 min; 0 = ATP-free wells, 1 = DMSO control; activation factor at 10 µM; 200,000 tested, under 10 active;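 active = luciferase activation factor, scaled between plate controls, of at least 2 with compound at 10 µM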
Target sequence (P08659 whole entry, looked up): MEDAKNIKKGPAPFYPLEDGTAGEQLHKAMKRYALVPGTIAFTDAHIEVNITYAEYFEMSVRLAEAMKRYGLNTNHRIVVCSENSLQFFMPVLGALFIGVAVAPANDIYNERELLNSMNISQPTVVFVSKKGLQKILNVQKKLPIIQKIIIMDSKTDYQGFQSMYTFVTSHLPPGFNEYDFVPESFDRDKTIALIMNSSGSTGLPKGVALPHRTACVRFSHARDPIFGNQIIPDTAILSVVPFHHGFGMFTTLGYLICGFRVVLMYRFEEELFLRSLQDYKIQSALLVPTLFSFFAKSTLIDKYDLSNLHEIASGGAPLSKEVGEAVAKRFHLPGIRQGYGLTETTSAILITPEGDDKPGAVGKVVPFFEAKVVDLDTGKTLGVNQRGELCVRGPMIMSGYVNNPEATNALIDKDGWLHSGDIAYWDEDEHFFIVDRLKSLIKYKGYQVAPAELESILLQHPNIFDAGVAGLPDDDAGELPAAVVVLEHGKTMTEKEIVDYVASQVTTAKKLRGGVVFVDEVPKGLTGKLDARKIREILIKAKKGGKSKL
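Assay system: Luciferase/luciferin reagent mix; Medium: PBS as buffer for the ATP substrate; Dosing: test compounds dosed from 2 mM stocks in 100% DMSO; Times: 10 min, room temperature; Signal: luminescence from luciferase reaction; Read-out: luciferase activation; Controls: No-ATP low control, compound-free enzyme-plus-ATP high control.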
FLuc inh counter: firefly luciferase enzyme inhibitors, primary screen, artefact control for luciferase-based inhibitor screens, biochemical, luminescence, ATPLite | inhibition, % at 10 µM | Luciferin 4-monooxygenase (Photinus pyralis), P08659 | 10 min | 1.5% of 200,000 active;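 active = inhibition above about 50% when tested at 10 µM, limit read from the data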
TNAP inh hiacc: human TNAP enzyme inhibitors, primary screen, biochemical, luminescent, high phosphate acceptor level, uHTS; Alkaline phosphatase, tissue-nonspecific isozyme (Homo sapiens), P05186; purified TNAP, CDP-star luminescence, 1 M DEA; inhibition, % at 20 µM; 0.03% of 200,000 active; AID 1135, 2008;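 active = over 50% inhibition of tissue-nonspecific alkaline phosphatase at 20 µM in the single-dose screen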;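 also: plate controls were DMSO wells for no effect and EDTA-quenched wells as full inhibition for full effect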
Lmaj promast: Leishmania major promastigote growth inhibition, primary screen; AID 1063, 2008; inhibition, % at 10 µM; Leishmania major promastigotes, resazurin fluorescence viability; 9% of 200,000 active; in the data active = inhibition above about 50%;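 also: promastigotes grown with compound for 44 hours at 28 °C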
TNAP act hiacc: TNAP activators at high phosphate acceptor level, primary screen, biochemical, luminescence, uHTS; Alkaline phosphatase, tissue-nonspecific isozyme (Homo sapiens), P05186; purified TNAP, CDP-star luminescence, 1 M DEA, 30 min; active compounds read high; 0 = EDTA background, 1 = DMSO-only activity; activation factor at 20 µM; 200,000 tested, under 10 active; AID 1136, 2008;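 active = activation factor at least 2 at 20 µM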
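Dosing: 20 µM single point. System: human TNAP. Amount: TNAP 1/800 final. Incubation: 30 min, room temperature. Read-out: TNAP activation factor scaled between EDTA and DMSO control wells. Signal: luminescence from CDP-star hydrolysis. Medium: 1 M DEA, pH 9.8, Mg2+, Zn2+. Control set: EDTA negative control, DMSO positive control.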
bIAP inhibitor: bovine intestinal alkaline phosphatase inhibitors, primary screen, selectivity assay for TNAP inhibitor project, biochemical, bovine IAP, CDP-star luminescence | inhibition, % at 20 µM | 190,000 tested, under 10 active | alkaline phosphatase, intestinal [Bos taurus] | purified bovine IAP, 30 min | AID 1019, 2008;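 active = over 50% inhibition of intestinal alkaline phosphatase at 20 µM in the single-dose screen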
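test system = bovine IAP enzyme | medium = DEA buffer 100 mM, pH 9.8, with MgCl2 1.0 mM, ZnCl2 0.02 mM | detection = luminescence | dosing = single compound dose of 20 µM, 2% DMSO final | incubation = 30 min reaction at room temperature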
APP 5UTR inh: inhibitors of APP translation via 5'UTR reporter, primary screen, APP 5'UTR luciferase, SH-SY5Y cells | SH-SY5Y APP 5'UTR-luciferase reporter, luminescence | inhibition, % at 2 µM | 0.82% of 190,000 active | AID 1285, 2008;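 active = inhibition above a set limit, derived from the sample mean plus 3 SD, cut at about 45% in these data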; also: values of inactives mirror those of a sister screen read the other way
bIAP activator: bovine intestinal alkaline phosphatase activators, primary screen, biochemical, bovine IAP, CDP-star luminescence; purified bovine IAP, 30 min; active compounds read high; fold of DMSO-control signal, blank-subtracted; activation factor at 20 µM; alkaline phosphatase, intestinal [Bos taurus]; 0.17% of 200,000 active;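 active = activation factor of 2 or more at 20 µM, a signal rise over negative controls twice the positive control's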
RAM inhibit: inhibitors of the yeast RAM network, primary screen, dse1pr::URA3 reporter, 5-FOA selection; S. cerevisiae dse1pr::URA3 reporter, 5-FOA growth OD615, 2 d; analog-sensitive cbk1-as2 kinase mutant strain; inhibition, % at 50 µM; AID 868, 2007; 1.8% of 190,000 active;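 active = inhibition above a set limit, 3 SD over mean compound inhibition, cut at about 8.4% in these data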;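 also: 0% = DMSO-only wells with no growth and 100% = 10 µM 1-NA-PP1 full growth; inhibition rescues growth on 5-FOA so higher OD means more RAM inhibition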
* = called active by the depositor; x = no result given.

SMILES	TNAP inh noacc	FLuc stim CS	FLuc inh counter	TNAP inh hiacc	Lmaj promast	TNAP act hiacc	bIAP inhibitor	APP 5UTR inh	bIAP activator	RAM inhibit
Cc1ccc(-c2csc(NC(=O)COc3ccc(N(C)S(=O)(=O)c4ccc(C)cc4)cc3)n2)cc1	-13	1.1	-7	-3	90*	1	-2	-22	1	5.4
COc1ccc(CCNC(=O)Cc2cc(=O)[nH]c(=O)[nH]2)cc1OC	-17	1	-3	-8	-3	1.1	6	-5	0.9	1.7
CCOC(=O)c1c(C)n(C)c2ccc(OC)c(NC(=O)CN3CCC4(CC3)OCCO4)c12	6	1	-2	-2	0	1	-20	10	1.2	1.5
CN(C)c1cccc2c(/C=N/O)ccc(N(C)C)c12	-8	1.1	-8	-2	2	1	1	2	1	1.1
C/C(CC(=O)NCc1ccco1)=N\NC(=O)C(c1ccccc1)c1ccccc1	-4	1	0	-2	0	1	-2	-10	1	-0.6
O=C(O)CC1=C(O)C(=O)N(c2ccccc2)C1c1ccc(Cl)cc1 (stereo not given)	-10	1.1	-7	-10	-8	1.1	8	5	0.9	1.3
O=C(CCc1ccccc1)Nc1ccc(S(=O)(=O)N2CCCC2)cc1	-10	1.1	-5	-11	0	1.1	0	-14	1	-0.7
Cc1nn(CCc2nn[nH]n2)c2nc(-c3ccc(Br)cc3)cc(C(F)(F)F)c12	-7	1	-2	-2	0	1	8	-1	0.9	2.7
COc1ccc(S(=O)(=O)Cc2ccc(C(=O)N3CCN(c4ccccc4)CC3)o2)cc1	-6	1	-2	-2	-6	1	2	-10	1	2.6
CCOc1ccc(NC(=O)CCCN2C(=S)NC(C)(C)CC2C)cc1 (stereo not given)	-14	1.1	-7	-2	59*	1	5	0	1	-0.1
COc1ccc(N(CC(=O)Nc2ccc3c(c2)OCCO3)S(C)(=O)=O)c(OC)c1	-7	1	-4	-3	-3	1	-2	8	1	-0.8
CCN1CCN(CC(=O)n2c3c(c4ccccc42)CC(C)CC3)CC1 (stereo not given)	-16	1	-4	-3	100*	1	-10	6	1.1	0.0
O=c1c(Cc2ccc(Cl)cc2)c(O)ccn1Cc1cccc(Cl)c1	-7	1.1	-9	-2	2	1	8	2	0.9	2.9
COc1cccc(-c2cc(C(=O)N/N=C/c3ccc(OC)c(COC(C)=O)c3)c3ccccc3n2)c1	-4	1	-2	-1	10	1	9	6	0.9	5.1
COc1ccc(C2SCC(=O)N2C)cc1 (stereo not given)	-15	1	-2	-4	-5	1	2	4	1	2.2
O=C(CSc1nc2ccccc2n1CC(=O)NCc1ccccc1)NCc1ccco1	-7	1.1	-9	-8	-3	1.1	7	-16	0.9	1.6
COC(=O)C1=C(N)Oc2cc(C)n(CCc3ccccc3)c(=O)c2C1c1cccnc1 (stereo not given)	-12	1.1	-6	-7	98*	1.1	-17	2	1.2	-1.1
CCn1cc(C(=O)N2CCN(c3ccc([N+](=O)[O-])cc3)CC2)c(=O)c2ccc(C)nc21	-9	1	-5	5	-6	1	6	20	0.9	3.7
COC(=O)Nc1nc(-c2ccccc2)c(C(=O)c2ccc(Cl)cc2)s1	-3	1	-1	3	-1	1	4	9	1	2.4
CCN(CC)CCn1c(=S)[nH]c2ccc(Br)cc2c1=O	-1	1.1	-5	1	10	1	14	-12	0.9	1.4
Cc1cc(C)n(-c2ccc(C(=O)NC3=NCCS3)cc2)n1	-6	0.9	15	4	5	1	0	-36	1	-0.6
COC(=O)c1ccccc1OCCCCN1CC(C)OC(C)C1 (stereo not given)	-13	1	-1	-6	88*	1.1	-21	-9	1.2	2.4
N#CC(c1nc2ccccc2nc1N1CCCCC1)S(=O)(=O)c1ccc(Cl)cc1 (stereo not given)	2	1	-3	2	x	1	10	x	0.9	x
COc1cccc(-c2csc(N3CCN(C(=O)Nc4ccccc4OC)CC3)n2)c1	-15	1	-4	-5	-7	1.1	5	-20	0.9	0.5
C=CCNC(=O)CCc1nnc(C2(c3ccc(Cl)cc3)CCC2)o1	-7	1	-2	-5	15	1	-4	-57	1	1.7

Among those listed so far, these contain an NH in an aromatic ring:
SMILES	TNAP inh noacc	FLuc stim CS	FLuc inh counter	TNAP inh hiacc	Lmaj promast	TNAP act hiacc	bIAP inhibitor	APP 5UTR inh	bIAP activator	RAM inhibit
COc1ccc(CCNC(=O)Cc2cc(=O)[nH]c(=O)[nH]2)cc1OC	-17	1	-3	-8	-3	1.1	6	-5	0.9	1.7
Cc1nn(CCc2nn[nH]n2)c2nc(-c3ccc(Br)cc3)cc(C(F)(F)F)c12	-7	1	-2	-2	0	1	8	-1	0.9	2.7
CCN(CC)CCn1c(=S)[nH]c2ccc(Br)cc2c1=O	-1	1.1	-5	1	10	1	14	-12	0.9	1.4

Taken from above:
`CCOc1ccc(NC(=O)CCCN2C(=S)NC(C)(C)CC2C)cc1` (stereo not given) @ TNAP inh hiacc: -2
`N#CC(c1nc2ccccc2nc1N1CCCCC1)S(=O)(=O)c1ccc(Cl)cc1` (stereo not given) @ TNAP inh hiacc: 2
`COc1ccc(C2SCC(=O)N2C)cc1` (stereo not given) @ TNAP inh hiacc: -4
`C/C(CC(=O)NCc1ccco1)=N\NC(=O)C(c1ccccc1)c1ccccc1` @ TNAP inh hiacc: -2
`Cc1ccc(-c2csc(NC(=O)COc3ccc(N(C)S(=O)(=O)c4ccc(C)cc4)cc3)n2)cc1` @ FLuc inh counter: -7

Three entries already listed, ordered by molar mass, highest first.
SMILES	TNAP inh noacc	FLuc stim CS	FLuc inh counter	TNAP inh hiacc	Lmaj promast	TNAP act hiacc	bIAP inhibitor	APP 5UTR inh	bIAP activator	RAM inhibit
CCn1cc(C(=O)N2CCN(c3ccc([N+](=O)[O-])cc3)CC2)c(=O)c2ccc(C)nc21	-9	1	-5	5	-6	1	6	20	0.9	3.7
CCOc1ccc(NC(=O)CCCN2C(=S)NC(C)(C)CC2C)cc1 (stereo not given)	-14	1.1	-7	-2	59*	1	5	0	1	-0.1
C=CCNC(=O)CCc1nnc(C2(c3ccc(Cl)cc3)CCC2)o1	-7	1	-2	-5	15	1	-4	-57	1	1.7

(continued)
SMILES	TNAP inh noacc	FLuc stim CS	FLuc inh counter	TNAP inh hiacc	Lmaj promast	TNAP act hiacc	bIAP inhibitor	APP 5UTR inh	bIAP activator	RAM inhibit
CC1(C)CC(=O)C2=C(C1)N(N1CCOCC1)C(N)=C(C#N)C2c1cccnc1 (stereo not given)	-5	1	-3	1	-1	1	4	10	1	-0.1
CSc1nc(-c2ccccc2)nc(NC(=O)c2ccccc2)c1C(C)=O	-4	1.1	-7	-1	35	1	3	19	1	5.2
COc1ccc2nc(SCC(=O)NC3CCCc4ccccc43)[nH]c2c1 (stereo not given)	-10	1	-3	-2	75*	1	5	6	0.9	1.7
C=CCn1c(CCC(=O)O)ccc1-c1ccc(OC)cc1	-12	1	2	-3	3	1	2	4	1	1.9
O=C(Nc1ccc2oc(-c3cccnc3)nc2c1)c1ccc([N+](=O)[O-])o1	-3	1	0	0	100*	1	-4	60*	1	3.1
N#C/C(=C/c1ccc(CNS(=O)(=O)c2ccccc2)o1)C(=O)NCc1ccccc1	-41	1.1	-6	-1	4	1	22	-12	0.8	2.9
CC1(C)Cc2c(C#N)c(NCC3CCCO3)nc(-c3ccco3)c2CO1 (stereo not given)	-10	1.1	-7	2	37	1	8	-7	0.9	1.8
COc1ccc2c(c1)c1ccccc1n2C	-8	1	-2	-4	-6	1	12	-10	0.9	0.7
CCCc1cc(=O)n2[nH]c(-c3ccccc3)cc2n1	-7	0.7	28	-1	3	1	3	-61	1	0.7
O=C(CCS(=O)(=O)c1cccs1)N1CCN(c2ccc(F)cc2)CC1	6	1	-3	-1	-9	1	-1	-32	1	1.1
O=C(Nc1nc2ccccc2[nH]1)c1cccs1	-68	0.3	69*	-5	29	1.1	-11	-166	1.1	-0.1
O=C(O)c1ccccc1C(=O)c1ccc2c(c1)N(Cc1ccc(Cl)c(Cl)c1)C(=O)CO2	-6	1	-4	1	100*	1	15	-11	0.8	5.7
O=C(Nc1nccs1)c1ccc(Br)o1	-3	0.9	8	0	11	1	2	-41	1	3.2
Cc1ccc(-n2[nH]c(=O)c3cccnc32)cc1	7	1	-4	-1	-8	1	5	-5	1	0.0
Cc1ccc2[nH]c(C)cc(=S)c2c1	5	1	1	2	2	1	0	-1	1	0.2
COc1cccc(C(=O)CSc2nc3ccccc3n2CC(=O)N(C(C)C)C(C)C)c1	-1	1.1	-5	4	-1	1	12	-12	0.9	0.1
Cc1ccc(-c2nnc(-c3ccc(NC(=O)c4ccco4)cc3)o2)cc1	-8	1	-2	-3	-6	1	8	14	0.9	3.0
O=C(NC1CCCCC1)/C(=N\O)c1ccccn1	-4	1	-2	-4	-6	1	10	2	0.9	-0.1
CC(CNCc1ccc2c(c1)OCO2)NCc1ccc2c(c1)OCO2 (stereo not given)	-12	1.1	-7	-8	93*	1.1	-3	x	1	-1.0
CCOC(=O)NC1(Nc2ccc(Cl)cn2)Oc2ccccc2O1	13	1.1	-9	0	3	1	4	-9	1	1.6
O=S(=O)(c1cccc2nsnc12)N1CCCC1	-12	1.1	-9	-4	3	1	6	-5	0.9	2.1
CCC(C)(C)n1nnnc1C(c1ccc(C)cc1)N1CCN(Cc2ccc3c(c2)OCO3)CC1 (stereo not given)	-3	1.1	-11	-5	81*	1.1	5	-10	0.9	0.7
CC(=O)Cc1nsc(NC(=O)c2ccc(-c3ccc(Cl)cc3Cl)o2)n1	-8	0.7	26	-2	-1	1	4	-9	1	4.7
Cc1nn(C)cc1C(=O)NNC(=S)Nc1ccccc1	-26	0.9	7	0	1	1	-25	-39	1.3	0.5
CCN(CC)S(=O)(=O)c1cccc(NC(=S)NC(=O)/C=C/c2ccc(S(=O)(=O)N3CCOCC3)cc2)c1	9	1.1	-6	-4	80*	1	-5	-16	1.1	4.8
COc1ccc(-n2c(SCC(=O)N3CCCC3)nc3ccccc3c2=O)cc1	2	1.1	-5	-4	-3	1	-27	4	1.3	2.5
O=[N+]([O-])c1ccc(NCCCO)c(C(F)(F)F)c1	-8	1	-4	0	-4	1	0	10	1	1.4
CC(=O)c1ncnn1CC(=O)c1ccc(Cl)cc1Cl	-13	1	-1	-1	-15	1	-15	-4	1.1	0.3
CC(C)n1cc(C(=O)c2cc(Br)ccc2O)cc(C#N)c1=O	-22	1.1	-9	-2	0	1	13	7	0.9	2.6

Screening results: PubChem BioAssay, several laboratories

Rows are unselected. Share with any hit: about 13%.
